ASK1 inh: ASK1 kinase inhibitors, primary screen, biochemical, AlphaScreen; Mitogen-activated protein kinase kinase kinase 5 (Homo sapiens), Q99683; AlphaScreen MKK6 phosphorylation by ASK1, luminescence; inhibition, % at 7.44 µM; actives 0.99% (n = 22,000); in the data active means inhibition above about 35%;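 further: 0% = median of compound wells and 100% = no enzyme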
ULK1 inh: ULK1 kinase inhibitors, primary screen, biochemical, AlphaScreen | Serine/threonine-protein kinase ULK1 (Homo sapiens), O75385 | AlphaScreen Atg13 phosphorylation by ULK1, luminescence | inhibition, % at 5.96 µM | actives 1.9% (n = 30,000); in the data active means inhibition above about 43%;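 further: 0% = median of compound wells and 100% = no enzyme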
Target sequence (O75385 whole entry, looked up): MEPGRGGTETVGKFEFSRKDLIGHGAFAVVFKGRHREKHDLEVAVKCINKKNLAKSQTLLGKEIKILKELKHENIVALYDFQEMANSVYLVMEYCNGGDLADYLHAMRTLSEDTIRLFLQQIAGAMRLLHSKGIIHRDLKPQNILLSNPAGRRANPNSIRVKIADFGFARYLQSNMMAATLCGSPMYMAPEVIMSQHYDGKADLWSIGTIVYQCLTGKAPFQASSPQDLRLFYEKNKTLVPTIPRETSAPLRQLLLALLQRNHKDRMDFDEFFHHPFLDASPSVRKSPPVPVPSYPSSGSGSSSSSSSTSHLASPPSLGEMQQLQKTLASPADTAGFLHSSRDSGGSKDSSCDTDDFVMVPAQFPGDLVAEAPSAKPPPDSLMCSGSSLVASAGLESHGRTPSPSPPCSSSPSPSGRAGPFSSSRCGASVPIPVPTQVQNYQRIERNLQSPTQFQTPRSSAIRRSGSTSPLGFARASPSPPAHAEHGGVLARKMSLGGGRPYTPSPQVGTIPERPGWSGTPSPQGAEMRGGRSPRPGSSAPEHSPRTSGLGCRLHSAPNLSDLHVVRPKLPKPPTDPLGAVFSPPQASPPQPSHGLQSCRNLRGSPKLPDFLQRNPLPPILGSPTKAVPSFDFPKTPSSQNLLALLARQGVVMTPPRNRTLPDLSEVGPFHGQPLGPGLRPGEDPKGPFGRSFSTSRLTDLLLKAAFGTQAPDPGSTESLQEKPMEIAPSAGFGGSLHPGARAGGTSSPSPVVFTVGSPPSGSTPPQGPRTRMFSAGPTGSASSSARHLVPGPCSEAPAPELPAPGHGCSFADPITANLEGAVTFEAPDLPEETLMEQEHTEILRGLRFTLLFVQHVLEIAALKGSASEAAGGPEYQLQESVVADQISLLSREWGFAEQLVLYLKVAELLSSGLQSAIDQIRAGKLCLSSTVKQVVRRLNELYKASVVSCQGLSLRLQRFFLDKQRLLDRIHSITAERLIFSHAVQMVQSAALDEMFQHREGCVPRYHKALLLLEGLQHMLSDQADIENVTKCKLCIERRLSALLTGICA
The depositor's hits bear a star; · = not tested or not shown; & = joins results of further samples.

Molecule	ULK1 inh	ASK1 inh
O=C(Nc1ccc(-c2ncnc3[nH]ccc23)cc1)C1COc2ccccc2O1 (centres undefined)	41	38*
C=CCn1c(=O)/c(=C2/Sc3ccc(OC)cc3N2C)s/c1=C1/C(=O)NN=C1C	7	·
CC(=O)c1cccc(-c2cc(Nc3ccc(Oc4ccccc4)cc3)nc(N)n2)c1	-17	6
O=C(NCCCN1CCCC1=O)c1cccc(N2CCN(Cc3ccc4c(c3)OCO4)CC2)n1	-3	-4
O=C(Nc1ccc2c(c1)OCO2)c1cnc(NCCN2CCOCC2)s1	16	-3
CC(C)N(CCNc1nc(Nc2ccncc2)nc2c1ncn2C1CCCCC1)C(C)C	3	-6
CC(C)n1cnc2c(Nc3ccccc3)nc(Nc3ccncn3)nc21	50*	-5
O=C(Nc1cccc(C(F)(F)F)c1)N1CCc2nc3ccccn3c(=O)c2C1	-1	·
Cc1noc(C)c1-c1nc(NCc2ccccc2)c2ncn(Cc3ccc(C(F)(F)F)cc3)c2n1	-5	-15
FC(F)(F)c1cccc(CNc2nc(Nc3ncccn3)nc3c2ncn3-c2ccccc2)c1	13	16
COc1cc(NC(=O)c2ccnc(-c3csc4ccccc34)c2)cc(OC)c1OC	2	14
OCCNc1ccnc(Nc2ccc(C(F)(F)F)cc2)n1	0	1
COc1cccc(CN(CCCN2CCCCC2)C(=O)Nc2ccc(-c3cn[nH]c3)cc2)c1	1	5
FC(F)OC(Cl)C(F)(F)F (centres undefined)	0	·
O=C(NC1CCN(Cc2ccccc2)CC1)c1ccc2nc(Nc3ccc(-n4ccnc4)cc3)sc2c1	-4	2
CCCNC(=O)c1cccc(NCCCN2CCCC2=O)c1	6	1
COc1ccc(NC(=O)C/C(C)=N/NC(=O)c2cnccn2)c(OC)c1	-8	·
S=c1nccc(-c2cccnc2)[nH]1	8	·
c1ccc2c3c([nH]c2c1)-c1[nH]ncc1CC3	-27	-9
COc1ccc(-c2cccc(C(=O)NCCOc3ccccc3)c2)cn1	-7	-7
c1ccc(Nc2nc(Nc3ncccn3)nc3nc[nH]c23)cc1	11	2
O=C(Nc1ccc(Oc2ccccc2)cc1)c1csc(-c2ccc(N3CCOCC3)nc2)n1	-27	1
O=C(COc1ccc([N+](=O)[O-])cc1)NC(C(=O)O)C(O)c1cccc([N+](=O)[O-])c1 (centres undefined)	4	·
COCCNc1cc(-c2cccnc2)nc(-c2ccccc2)n1	-5	·
c1ccc2nc(N3CCCC3)c(N3CCCC3)nc2c1	-6	·
Cc1cccc(CC(=O)Nc2cnn(-c3cccc(C(=O)Nc4ccc(C(C)(C)C)cc4)c3)c2)c1	-5	4
C/C(CC(=O)NC1CCCCC1)=N\NC(=O)c1ccc(Br)cc1	-16	·
Cc1cc(O)c(C(c2cccc(F)c2)N2CCN(C)CC2)c(=O)n1Cc1ccccn1 (centres undefined)	0	·
COc1ccc(C2C(C(C)=O)=C(O)C(=O)N2CCBr)cc1OC (centres undefined)	4	·
CS(=O)(=O)Nc1ccc(-c2cnc3cccc(Nc4ncccc4C(F)(F)F)c3c2)cc1	-6	-5
CN(C)CCNC(=O)Cc1ccc(OCCc2nc3ccc(-c4ccnc(N)n4)cc3[nH]2)cc1	4	2
O=C1Cc2cc(Nc3ccnc(Nc4ccc(N5CCOCC5)cc4)c3)ccc2N1	19	18
CC(=O)c1cccc(-c2ncc(C)c(NC3CC3)n2)c1	16	3
COc1cccc(CN(CCN(C)C)C(=O)c2cnc3ccc(-c4cn[nH]c4)cn23)c1	-7	-1
CCNc1nc(Nc2ccc(NC(C)=O)cc2)c2cc(OC)c(OC)cc2n1	-9	9
O=C(Cc1cn(-c2ccc(Nc3ccc(N4CCOCC4)cc3)nn2)c2ccccc12)NC1CCN(Cc2ccccc2)CC1	18	29
NC(=O)c1ccc(-c2cccc(C(=O)NCc3cccc(C(F)(F)F)c3)c2)cc1	-26	-5
N[C@@H](Cc1ccccc1)c1nc2ccc(-c3cn[nH]c3)cc2c(=O)[nH]1	33	12
Cn1nccc1Nc1nc(C(=O)NCCOc2ccccc2)cs1	6	5
CC(C)n1cnc2c(Nc3ccccc3)nc(N3CCOCC3)nc21	17	2
CCCCCCCCCCCCCCCCCCO	-2	·
COc1ccc2c(c1)CC(C(=O)Nc1ccc(-c3cn[nH]c3)cc1OCCN(C)C)NC2 (centres undefined)	1&2	8&6
O=C1CCCN1CCCNc1nc(-c2ccccc2)nc2c1ncn2C1CCCCC1	-6	-3
CCCN1[C@H](C)c2occc2/C(=C\CCO)[C@H]1c1cccc(Cl)c1	-23	7
Cc1cnc(N2CCc3ccccc3C2)nc1NCc1ccccc1	-12	-3
CCCNc1nc(NCC)nc2nc[nH]c12	-2	9
Cc1ncn(-c2ccc(Nc3nccc(Nc4ccccc4-c4ncnn4C)n3)cc2)n1	11	-3
CC(C)N(CCNC(=O)c1cnc(Nc2ccc3ncccc3c2)s1)C(C)C	3	-16
NC(C(=O)N1CCCC(Nc2ccc3[nH]ncc3c2)C1)c1ccc(Br)cc1 (centres undefined)	26	-10
OC(CCCN1CCCCC1)(c1ccccc1)c1ccccc1	-4	·
COc1ccc(-c2cncc(C(=O)Nc3cc(OC)c(OC)c(OC)c3)c2)cn1	-1	-1
COc1cc(NC(=O)c2csc(Nc3ccncn3)n2)cc(OC)c1OC	30	24
CC(C)Nc1ncccn1	-7	·
CC(C)N(CCNc1nc(-c2ccc(C(=O)N3CCN(C)CC3)cc2)nc2c1ncn2Cc1ccc(C(F)(F)F)cc1)C(C)C	-2	-11
Cc1cnc(N2CCC(N3CCOCC3)CC2)nc1NCc1cccc(C(F)(F)F)c1	-7	-4
CCN(CC)c1nc(NCc2ccccc2)nc(Nc2nc3ccccc3n2C)n1	1	-13
Nc1nc(Nc2nccc3ccccc23)nc2c1ncn2-c1ccccc1	-3	-6
OCCNc1nc(Nc2ccc3ncccc3c2)nc2c1ncn2-c1ccsc1	14	10
CC(C)(C)c1ncn(-c2ccc(Nc3nccc(-c4cnc(N)c5ccccc45)n3)cc2)n1	-39	23
O=C(NCc1c(-c2ccccc2)nc2n1CCS2)c1c(F)cccc1Cl	-17	·

Ordered by molar mass (lowest first): some entries from above.
Molecule	ULK1 inh	ASK1 inh
CC(C)Nc1ncccn1	-7	·
CCCNc1nc(NCC)nc2nc[nH]c12	-2	9
CC(=O)c1cccc(-c2ncc(C)c(NC3CC3)n2)c1	16	3
CCCCCCCCCCCCCCCCCCO	-2	·
OC(CCCN1CCCCC1)(c1ccccc1)c1ccccc1	-4	·
Cc1cnc(N2CCc3ccccc3C2)nc1NCc1ccccc1	-12	-3
N[C@@H](Cc1ccccc1)c1nc2ccc(-c3cn[nH]c3)cc2c(=O)[nH]1	33	12
CC(C)n1cnc2c(Nc3ccccc3)nc(N3CCOCC3)nc21	17	2
Cn1nccc1Nc1nc(C(=O)NCCOc2ccccc2)cs1	6	5
CCCN1[C@H](C)c2occc2/C(=C\CCO)[C@H]1c1cccc(Cl)c1	-23	7
Nc1nc(Nc2nccc3ccccc23)nc2c1ncn2-c1ccccc1	-3	-6
CCNc1nc(Nc2ccc(NC(C)=O)cc2)c2cc(OC)c(OC)cc2n1	-9	9
COc1cc(NC(=O)c2csc(Nc3ccncn3)n2)cc(OC)c1OC	30	24
O=C(NCc1c(-c2ccccc2)nc2n1CCS2)c1c(F)cccc1Cl	-17	·
COc1ccc(-c2cncc(C(=O)Nc3cc(OC)c(OC)c(OC)c3)c2)cn1	-1	-1
CC(C)N(CCNC(=O)c1cnc(Nc2ccc3ncccc3c2)s1)C(C)C	3	-16
O=C1Cc2cc(Nc3ccnc(Nc4ccc(N5CCOCC5)cc4)c3)ccc2N1	19	18
OCCNc1nc(Nc2ccc3ncccc3c2)nc2c1ncn2-c1ccsc1	14	10
O=C1CCCN1CCCNc1nc(-c2ccccc2)nc2c1ncn2C1CCCCC1	-6	-3
Cc1ncn(-c2ccc(Nc3nccc(Nc4ccccc4-c4ncnn4C)n3)cc2)n1	11	-3
NC(C(=O)N1CCCC(Nc2ccc3[nH]ncc3c2)C1)c1ccc(Br)cc1 (centres undefined)	26	-10
Cc1cnc(N2CCC(N3CCOCC3)CC2)nc1NCc1cccc(C(F)(F)F)c1	-7	-4
COc1ccc2c(c1)CC(C(=O)Nc1ccc(-c3cn[nH]c3)cc1OCCN(C)C)NC2 (centres undefined)	1&2	8&6
CC(C)(C)c1ncn(-c2ccc(Nc3nccc(-c4cnc(N)c5ccccc45)n3)cc2)n1	-39	23
CS(=O)(=O)Nc1ccc(-c2cnc3cccc(Nc4ncccc4C(F)(F)F)c3c2)cc1	-6	-5
CN(C)CCNC(=O)Cc1ccc(OCCc2nc3ccc(-c4ccnc(N)n4)cc3[nH]2)cc1	4	2
O=C(Cc1cn(-c2ccc(Nc3ccc(N4CCOCC4)cc3)nn2)c2ccccc12)NC1CCN(Cc2ccccc2)CC1	18	29
CC(C)N(CCNc1nc(-c2ccc(C(=O)N3CCN(C)CC3)cc2)nc2c1ncn2Cc1ccc(C(F)(F)F)cc1)C(C)C	-2	-11

Sorted by the number under ASK1 inh (highest first): some entries from above.
Molecule	ULK1 inh	ASK1 inh
COc1cc(NC(=O)c2csc(Nc3ccncn3)n2)cc(OC)c1OC	30	24
Cc1ncn(-c2ccc(Nc3nccc(Nc4ccccc4-c4ncnn4C)n3)cc2)n1	11	-3
CC(C)N(CCNc1nc(-c2ccc(C(=O)N3CCN(C)CC3)cc2)nc2c1ncn2Cc1ccc(C(F)(F)F)cc1)C(C)C	-2	-11

More entries.
Molecule	ULK1 inh	ASK1 inh
OCC1CCCN1c1cc(NCCN2CCOCC2)ncn1 (centres undefined)	-7	10
COCCn1c(C)cc(O)c(C(c2cccc(Cl)c2)N2CCN(c3ccccc3F)CC2)c1=O (centres undefined)	5	·
c1ccc2c(c1)OCC(c1nc3ccc(-c4cn[nH]c4)cc3o1)O2 (centres undefined)	-17	-8
COc1cc(Nc2ncnc3c2nc(-c2cccc(N)c2)n3C(C)C)cc(OC)c1OC	-13	3
CN1CCN(c2ccc(-c3nc(NCCO)c4ncn(Cc5ccc(C(F)(F)F)cc5)c4n3)cc2)CC1	-33	18
COc1ccc(-c2nc(Nc3cc(OC)c(OC)c(OC)c3)c3cc(OC)c(OC)cc3n2)cn1	-32	-8
CCN(CC)C(=O)C1CCCN(c2nc(NCCCN3CCCC3=O)c3ncn(-c4ccsc4)c3n2)C1 (centres undefined)	7	-42
COc1ccc(-c2ccc(-c3nnn(CC(=O)NCc4cccs4)n3)cc2)cc1	0	·
O=C(NCCCN1CCCC1=O)c1ccnc(-c2cccs2)c1	-24	1
CCN(CC)C(=O)C1CCCN(c2nccc(NCCO)n2)C1 (centres undefined)	8	-2
CC(=O)OC(C)C[N+](C)(C)C (centres undefined)	9	·
COc1cccc(CN(CCCN2CCN(C)CC2)C(=O)c2cc3ccc(-c4cn[nH]c4)nc3[nH]2)c1	2	11
O=C1c2ccccc2C(=O)C1c1ccc(F)cc1	-2	·
O=C(Nc1ccc2c(c1)OCO2)c1cnc(Nc2nccc3ccccc23)s1	-1	4
O=C(Nc1ccncc1)C1CCN(C(=O)C(O)c2ccc(Br)cc2F)CC1 (centres undefined)	-6	9
NNC(=O)c1ccc(Sc2ccncc2)cc1	-20	·
Cc1cnc(Cl)nc1NCCN1CCOCC1	9	3
COc1ccc2c(c1)C[C@H](C(=O)Nc1ccc(-c3cn[nH]c3)cc1SCCC(=O)N(C)C)NC2	26	-8
CCCNc1nc(NCCN2CCOCC2)nc2c1ncn2Cc1ccc(C(F)(F)F)cc1	-7	-15
O=C(NCc1nc(-c2ccncc2)no1)C1COc2ccccc2O1 (centres undefined)	1	6
O=C(Cn1c(=O)n(Cc2ccccc2)c(=O)c2ncccc21)Nc1ccc(Cl)cc1	3	·
Cc1ccccc1NC(=O)/C=C1\NC(C)(C)Cc2ccccc21	7	·
Cc1ccccc1CSc1ncc(CO)n1CC(=O)NC1CCCC1	11	·
O=C(O)CCC(=O)N(CCN1CCOCC1)C1CCN(Cc2ccccc2)CC1	3	·
CCCNC(=O)C1CCN(c2ccc(NCCN3CCOCC3)nn2)CC1	2	-10
CC(C)NC(=O)c1ccc(Cl)cc1[N+](=O)[O-]	6	·
CN1CCN(c2ccc(-c3cccc(C(=O)Nc4ccccc4)n3)cc2)CC1	-10	7
O=C(NC1CC1)c1cccc(Nc2ncccn2)n1	-4	-9
Cc1nn(C)c(C)c1-c1nc(C(=O)Nc2ccc(Oc3ccccc3)cc2)cs1	-5	2
COC(=O)Nc1nc2ccc(Sc3ccccc3)cc2[nH]1	10	·
COc1cc2c(cc1OC)[C@@H](c1ccccc1)CN(C)CC2	4	·
C=CCN1CCN(c2c(Cl)cccc2NC(=O)c2cc(Br)ccn2)CC1	0	0
COC(=O)C1=C(C)NC(C)=C(C(=O)OC(C)C)C1c1cccc2nonc12 (centres undefined)	-2	·
OC1CCN(c2ncc(-c3ccc(OC(F)(F)F)cc3)cn2)CC1	-21	·
Cc1nn(S(=O)(=O)c2ccccc2)c(C)c1S(=O)(=O)N1CCCC1	-1	·

Source: PubChem
